Source: PubChem (several laboratories)
GLD-1 RNA inh: GLD-1/TGE RNA complex disruptors, primary screen, biochemical, fluorescence polarization; 320,000 compounds, 0.44% hits; purified GLD-1 + fluorescein TGE RNA; inhibition, % at 5.96 µM;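 active means percent inhibition above a per-plate cutoff, the plate mean of test compounds plus 3 SD, cut at about 30% in these data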;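 further: 0% = DMSO wells with GLD-1 and probe and 100% = wells lacking GLD-1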
Target sequence (Q17339 whole entry, looked up): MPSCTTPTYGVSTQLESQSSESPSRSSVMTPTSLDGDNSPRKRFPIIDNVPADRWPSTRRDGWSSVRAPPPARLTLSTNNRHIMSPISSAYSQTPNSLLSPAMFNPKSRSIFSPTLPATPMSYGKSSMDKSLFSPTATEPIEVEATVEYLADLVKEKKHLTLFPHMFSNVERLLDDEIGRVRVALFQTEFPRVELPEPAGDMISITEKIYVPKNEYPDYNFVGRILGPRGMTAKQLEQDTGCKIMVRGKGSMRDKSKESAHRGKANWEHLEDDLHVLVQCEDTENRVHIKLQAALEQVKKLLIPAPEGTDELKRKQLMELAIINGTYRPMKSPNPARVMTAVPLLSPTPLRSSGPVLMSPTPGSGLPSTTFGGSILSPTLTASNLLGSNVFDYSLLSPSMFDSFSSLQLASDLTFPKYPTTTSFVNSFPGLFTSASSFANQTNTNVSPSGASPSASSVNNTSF
Fam108B counter: mouse Fam108B serine hydrolase inhibitors, primary screen, counter-screen for RBBP9 inhibitor project, biochemical, fluorescence polarization | 300,000 compounds, 0.33% hits | inhibition, % at 9.51 µM | recombinant Fam108B, FP-Rh probe fluorescence polarization | AID 1947, 2009;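 active means inhibition above the screen mean inhibition plus 3 SD, computed separately per campaign, cut at about 18% in these data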;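 further: inhibitors lower polarization as less probe binds the enzyme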
MCL1 BIM primary: inhibitors of MCL1 binding to BIM-BH3, primary screen, biochemical, fluorescence polarization | GST-MCL1 / FITC-Bim-BH3 fluorescence polarization | inhibition, % at 10.9 µM | 320,000 compounds, 0.68% hits;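 active means inhibition above the mean inhibition of all tested compounds plus 3 SD, set per campaign, cut at about 40% in these data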;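 further: 0% = DMSO wells and 100% = unlabeled Bim-BH3 peptide control; higher means more loss of mP so more displacement of Bim peptide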
Target sequence (Q07820 whole entry, looked up): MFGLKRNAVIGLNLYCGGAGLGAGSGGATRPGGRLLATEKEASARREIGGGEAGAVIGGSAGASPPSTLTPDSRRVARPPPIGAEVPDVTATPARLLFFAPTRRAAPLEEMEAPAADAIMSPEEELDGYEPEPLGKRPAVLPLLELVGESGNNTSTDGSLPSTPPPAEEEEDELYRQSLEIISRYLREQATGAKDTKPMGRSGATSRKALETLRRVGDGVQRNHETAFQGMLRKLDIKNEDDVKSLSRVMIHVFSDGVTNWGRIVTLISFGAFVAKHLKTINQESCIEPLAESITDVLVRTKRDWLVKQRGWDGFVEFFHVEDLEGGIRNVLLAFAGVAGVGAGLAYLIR
MEX-5 binding: MEX-5 zinc finger RNA-binding disruptors – biochemical, C. elegans, fluorescence polarization, MLPCN library, primary screen; MEX-5/FITC-TCR2 RNA binding; stronger effect = lower value; activity score (negative = inhibition of binding), % at 10 µM; 300,000 compounds, 0.38% hits;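 active means inhibition past about -25% in most replicates, and total fluorescence under double the plate's negative control median, limit read from the data; inconclusive means replicates evenly split on the limit, or fluorescence at least double controls; inactive means too little inhibition in most replicates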;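 further: 0% = DMSO and -100% = 5 µM competing unlabeled TCR2 RNA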
VLA-4 inh: inhibition in human VLA-4 binding assay, primary screen, VLA-4 allosteric modulator project, MLPCN library, flow cytometry, VLA-4 expressing cells; ligand binding flow cytometry; 330,000 compounds, 0.2% hits; Integrin alpha-4 (Homo sapiens), P13612; inhibition, % (about 7 µM as worked out from the volumes in the protocol); AID 2557, 2010; in the data active means inhibition above about 50%
GRK2 inh: compounds blocking aptamer binding on GRK2 – biochemical, human GRK2, bead flow cytometry, HTS, primary screen; AID 488847, 2010; inhibition of aptamer binding, % at 10 µM; 330,000 compounds, 0.59% hits; FAM-aptamer displacement from GRK2;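 active means inhibition of aptamer binding above 40%, roughly 3 SD of noise, on plates passing a quality check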;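 further: median bead fluorescence of bound FAM aptamer so fluorescent compounds give negative values; no value below 0 was filed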
AGP1 TOR yeast: modulators of AGP1-GFP expression in yeast TOR pathway, primary screen, cell-based, multiplex flow cytometry, S. cerevisiae, MLPCN library. 320,000 compounds, 0.02% hits. 3 h; GFP as percent of DMSO wells. GFP response vs DMSO, % at 10 µM;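 active means GFP response relative to DMSO above a set limit, near screen average plus 3 SD, cut at about 150% in these data; inconclusive means fewer than 70 cells counted for the yeast strain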;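 further: median GFP channel fluorescence of the gated AGP1 strain per well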
CIT2-GFP yeast: modulators of CIT2-GFP expression in yeast, primary screen, S. cerevisiae, GFP fusion, multiplex flow cytometry, MLPCN library; S. cerevisiae CIT2-GFP strain, 3 h; 100 means same as DMSO wells; 320,000 compounds, 0.065% hits; GFP response vs DMSO, % at 10 µM;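 active means GFP response relative to DMSO above a set limit, near the screen mean plus 3 SD, cut at about 150% in these data; inconclusive means Fewer than 70 cells measured for a yeast strain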;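 further: ratio of well median GFP fluorescence to mean of DMSO wells on the plate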
Bcl-xL primary: inhibitors of human Bcl-xL, primary screen, biochemical, fluorescence polarization, HTS; 320,000 compounds, 0.7% hits; GST-Bcl-xL / FITC-Bim BH3 peptide fluorescence polarization; inhibition, % at 10.9 µM; AID 2129, 2009;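 active means inhibition above the mean of all tested compounds plus 3 SD, cutoff set per campaign, cut at about 30% in these data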;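 further: 0% = DMSO wells and 100% = unlabeled Bim-BH3 peptide competitor; inhibitors lower millipolarization by displacing the labeled peptide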
Target sequence (Q07817 whole entry, looked up): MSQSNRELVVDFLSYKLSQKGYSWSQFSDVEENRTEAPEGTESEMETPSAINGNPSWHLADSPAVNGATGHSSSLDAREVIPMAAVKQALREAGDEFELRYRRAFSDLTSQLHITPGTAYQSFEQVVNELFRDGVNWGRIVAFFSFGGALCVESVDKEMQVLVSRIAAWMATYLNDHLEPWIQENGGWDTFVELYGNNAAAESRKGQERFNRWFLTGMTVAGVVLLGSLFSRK
* hit, by the source's call; u = inconclusive; x = not tested or not shown; [ ] = remark or other dose.

SMILES	GLD-1 RNA inh	Fam108B counter	MCL1 BIM primary	MEX-5 binding	VLA-4 inh	GRK2 inh	AGP1 TOR yeast	CIT2-GFP yeast	Bcl-xL primary
C/C(=N\NC(=O)c1cccc([N+](=O)[O-])c1)c1ccncc1	3	2	5	-1.4	24	1	106	102	6
CCOc1ccc(NC(=O)CC2C(=O)N(c3ccc(OC)cc3)C(=S)N2Cc2ccccn2)cc1 (centres undefined)	0	1	1	2.2	2	2	105	96	5
CCN(CC(=O)Nc1c(F)cccc1F)C(=O)c1ccc2ncsc2c1	2	2	1	1.5	-2	2	108	101	3
CC(=O)c1cccc(NC(=O)CSc2nnc(-c3ccncc3)o2)c1	5	x	5	x	18	0	105	98	5
CC(=O)c1c(C)[nH]c(C(=O)CSc2nnc3ccccn23)c1C	-3	-3	-6	1.1	21	12	102	98	-5
O=C(NCc1cc(C(F)(F)F)ccc1Cl)c1cccc2c1C(=O)c1ccc(N3CCC(Cc4ccccc4)CC3)cc1S2(=O)=O	159*	x	x	x	-278	0	100	100	x
CN1CCN(CCC(=O)Nc2ccc(OCc3ccccc3)cc2)CC1	2	3	2	-1.8	3	0	96	91	7
CC(=O)NCCN=Cc1sc2ccccc2c1O	0	2	1	-1.0	6	0	101	102	-2
Cn1c(CCNS(=O)(=O)c2ccccc2)nc2cc([N+](=O)[O-])ccc21	0	2	3	-0.9	2	4	97	101	4
O=C1COc2ccc(S(=O)(=O)Nc3cccc(Cl)c3)cc2N1	-1	1	8	-1.6	4	5	101	101	10
Cc1ccc(NC(=O)CS(=O)CC(=O)N(CC(=O)NC(C)(C)C)c2cccc(C)c2C)cc1 (centres undefined)	-3	4	-4	-0.3	-10	2	98	98	-2
Cc1ccc2nc(-c3ccc(SCC(=O)Nc4ccc5c(c4)OCCO5)nc3)[nH]c2c1	2	-11	7	2.0	1	0	106	102	4
CC(=O)c1ccccc1OC(=O)c1ccco1	-3	8	4	1.0	-10	1	83	98	8
Cc1nn(C(=O)c2ccc3c(c2)OCO3)c(N)c1-c1ccccc1	2	5	-1	-2.3	8	2	84	83	-1
CCc1nnc(NC(=O)CN2CC(C)OC(C)C2)s1 (centres undefined)	3	-3	3	-0.5	12	0	97	108	1

The closing two compounds of the section before open the next one:
SMILES	GLD-1 RNA inh	Fam108B counter	MCL1 BIM primary	MEX-5 binding	VLA-4 inh	GRK2 inh	AGP1 TOR yeast	CIT2-GFP yeast	Bcl-xL primary
Cc1nn(C(=O)c2ccc3c(c2)OCO3)c(N)c1-c1ccccc1	2	5	-1	-2.3	8	2	84	83	-1
CCc1nnc(NC(=O)CN2CC(C)OC(C)C2)s1 (centres undefined)	3	-3	3	-0.5	12	0	97	108	1
O=C(COC(=O)C12CC3CC(CC(Br)(C3)C1)C2)Nc1c(F)cccc1F	-2	x	x	x	-11	0	96	91	x
Cc1ccc(S(=O)(=O)C2(C(=O)NCc3ccccc3Cl)CC2)cc1	7	4	-1	-0.8	6	0	104	87	3
O=C(CCSCCC(=O)N1CCCC1)N1CCCC1	0	3	10	2.8	22	45*	97	96	10
COc1ccc(C(=O)Nc2ccc(NC(=O)c3cccs3)cc2)cc1Cl	2	-2	13	0.5	2	3	107	105	3
CC(C)(CNC(=O)c1ccccc1F)CNC(=O)c1ccccc1F	5	-2	3	1.0	0	3	100	96	1
Cc1ccc2c(c1)N(CC(=O)NC1CCCCCC1)C(=O)c1cccnc1O2	11	-3	7	0.9	18	2	101	101	8
Cc1cccc(CC(=O)NCCN2CCCCC2)c1	-5	4	1	1.1	3	0	102	101	2
Brc1ccc(-c2nnc(-c3ccc4c(c3)OCO4)o2)o1	3	0	3	-1.3	10	0	92	89	-4
CCCCCC(=O)N[C@@H](c1ccccc1)[C@@H](O)C(=O)O[C@H]1C[C@@]2(O)[C@@H](OC(=O)c3ccccc3)C3[C@](C)(C(=O)[C@H](OC(C)=O)C(=C1C)C2(C)C)[C@@H](O)C[C@H]1OC[C@@]31OC(C)=O (some centres undefined)	-8	5	2	1.2	7	1	100	110	5
O=C(CSc1ncccc1C(=O)O)Nc1ccc2c(c1)OCCO2	4	0	7	-0.4	3	0	108	103	1
CCOC(=O)c1c(NC(=O)COC)sc(C(C)=O)c1C	1	-4	-4	-2.1	5	1	101	94	-1
CCCCn1nc2cc(C(=O)N(CC)c3ccc(OC)cc3)ccc2c1OCC	3	3	6	-0.2	x	x	x	x	6
O=S(=O)(/C=C/c1ccccc1)Nc1cccc(S(=O)(=O)NC2=NCCC2)c1	-8	6	3	2.0	2	2	104	100	1
Cc1cc(OCC(=O)N2CCN(c3cccc(Cl)c3)CC2)c2c(C)c(C)c(=O)oc2c1	-1	-6	-1	4.7	-7	55*	100	105	5
COc1ccc(-c2cc(=O)oc3cc(OCC(=O)N4CCOCC4)ccc23)cc1	12	4	4	-0.1	-2	4	103	103	5
CC(C)C(=O)Nc1cccc(C(=O)Nc2ccccc2C(=O)O)c1	4	-11	-3	-2.1	4	0	87	91	8
CCOC(=O)c1sc2nc3n(c(=O)c2c1C)CCCCC3	2	0	7	-1.5	4	5	89	87	5
O=C1c2ccccc2C(=O)N1Nc1ccc([N+](=O)[O-])cc1[N+](=O)[O-]	1	-4	-4	-0.7	7	0	99	100	-1
Cc1ccc(NC(=S)N2CCOCC2)cc1	-2	6	2	2.0	33	0	97	105	0
COc1ccc(N(C(=O)/C=C/C(=O)Nc2cc(C)on2)C(C(=O)NC2CCCC2)c2ccccc2C)cc1 (centres undefined)	3	3	2	1.6	2	2	108	104	3
O=C(COc1ccccc1)NNc1nc2c(F)cccc2s1	-4	1	-3	-1.6	12	1	104	89	-2
CCc1ccccc1NC(=S)NNC(=O)c1ccccc1Cl	1	-2	2	-1.4	-4	0	94	98	2
O=C(COC(=O)/C=C/c1ccccc1[N+](=O)[O-])Nc1ccc(S(=O)(=O)N2CCOCC2)cc1	1	x	x	x	7	1	100	103	x
CCOc1ncccc1C(=O)NCC(c1ccccc1)N(C)C (centres undefined)	-4	5	0	-4.3	10	0	101	101	1
CCC(=O)c1ccc(OCC(=O)Nc2ccc3nc(C)sc3c2)cc1	-4	-4	-7	x	0	0	95	95	4
Cc1ccc(NC(=O)c2ccc3c(=O)n4c(nc3c2)CCCCC4)nc1	-3	2	2	0.0	-3	2	103	74	4
CCN(c1ccc(C)cc1C)S(=O)(=O)c1nnc(NC(=O)C(C)C)s1	x	x	x	-0.5	4	0	93	102	x
CCCn1c(=O)n(CC(=O)NCC2CCCO2)c(=O)c2c3c(sc21)COC(C)(C)C3 (centres undefined)	-1	0	3	1.0	8	0	114	113	6
COc1ccc2nc(SCC(=O)NC3CCCCC3C)[nH]c2c1 (centres undefined)	-2	x	-3	x	-13	4	105	97	-1
CCO[C@H]1OC(C(=O)N2CCOCC2)=C[C@@H](c2ccc(C(F)(F)F)cc2)[C@@H]1CCCO	-3	-3	6	-3.4	-6	1	80	80	4
COc1cccc(CNC(=O)C2CCN(S(=O)(=O)c3ccc4c(c3)CCC(=O)N4)CC2)c1	-2	-2	5	3.7	-15	0	109	109	7
O=C(O)c1ccccc1-c1nnc2c(Cl)cc(C(F)(F)F)cn12	-6	0	2	-0.1	0	7	109	105	1
CCOC(=O)Cc1csc(NC(=O)CSC2=NCCS2)n1	-2	5	3	-0.4	10	0	101	103	4
Cc1noc(C)c1COc1ccc(C(=O)OCC(=O)N2c3ccccc3NC(=O)C2(C)C)cc1	4	-1	7	-0.1	2	13	96	94	-3
O=S(=O)(c1ccc(NC2CCCc3ccccc32)nc1)N1CCOCC1 (centres undefined)	4	-2	-7	-1.9	-6	0	103	91	0
CCCN(CCC)CCNC(=O)c1cc2c(-c3ccc(Cl)cc3)nn(C)c2s1	-2	-3	5	3.1	23	0	106	104	-3
O=C(NCCc1nc2ccccc2[nH]1)/C(=C/c1ccc(F)cc1)NC(=O)c1ccco1	6	-2	4	0.8	1	0	101	89	4
CCO[C@@H]1OC(C(N)=O)=C[C@H](C2CCCCC2)[C@H]1CCCO	-3	0	-1	-1.1	-6	0	90	88	0
C=C1C2(C(=O)Nc3ccc(SC(F)F)cc3)CCC(C2)C1(C)C (centres undefined)	-4	3	4	1.4	-13	0	101	93	4
C=CCOc1cccc(/C=N/NC(=O)CC(=O)NC2CCCCC2)c1	4	-10	8	1.6	5	3	99	95	2
O=S(=O)(NC1CCN(Cc2ccccc2)CC1)c1ccc(Cl)cc1	8	1	13	-7.0	-2	0	93	87	14
Cc1cccc(N(Cc2ccccc2)C(=O)C2CCN(C(=O)c3ccccc3C)CC2)c1	3	x	4	x	14	0	100	92	2
COc1ccc(C2OC(=O)Cc3cc(OC)c(OC)cc32)cc1 (centres undefined)	-4	-4	3	-1.3	-6	1	94	88	3
CCC(C)c1ccc(OCCn2cc(/C=N/NC(=O)CSc3nnc(C)s3)c3ccccc32)cc1 (centres undefined)	6	0	-4	-0.6	6	0	105	97	1
CCc1ccc(NC(=O)C(C)Nc2ccc(S(=O)(=O)NC(C)=O)cc2)cc1 (centres undefined)	-2	1	-13	2.4	2	2	97	108	-10
O=S(=O)(Nc1ccccc1)c1ccc(F)cc1	6	1	8	0.0	14	0	94	x	0
CCOC(=O)C1=NN(c2cccc(Cl)c2)C2=NC(C)=C(C(=O)OC)C(c3cccs3)N12 (centres undefined)	0	-5	5	2.0	-6	0	94	96	0
Cc1cc(C)c2nc(N(CCCN(C)C)C(=O)C3=COCCO3)sc2c1	-1	3	7	2.3	10	0	100	90	6
O=C(CSc1nc2c(sc3ccccc32)c(=O)n1Cc1ccccc1)NCC1CCCO1 (centres undefined)	3	-6	7	1.5	21	0	122	104	4
CCOC(=O)c1c(-c2cccs2)csc1NC(=O)C(C)(C)C	-7	-2	0	-2.2	-2	0	98	106	7
CC(C)[C@H](N)C(=O)NC[C@H]1CC[C@H](C(=O)N[C@@H](Cc2ccccc2)C(=O)O)CC1	0	16	4	-2.5	-5	0	105	104	0
COC(=O)[C@@H]1Cc2c([nH]c3ccccc23)C(C)N1C(=O)c1ccccc1 (some centres undefined)	1	0	3	1.6	9	5	106	105	7
O=C(Nc1ccon1)c1ccc(Cl)c(S(=O)(=O)N2CCCCC2)c1	2	9	5	4.3	-6	1	102	111	0
Cc1ccc(S(=O)(=O)NNC(=O)c2cc3cc4ccccc4nc3s2)cc1	10	6	5	-2.8	0	1	20[may fluoresce violet]	u	2
Cc1ccc(-c2nc3sc4c(N)ncnc4c3c3c2CCCC3)cc1	6	-2	-2	-2.0	-9	0	104	x	3
O=c1oc2ccccc2c(N2CCOCC2)c1[N+](=O)[O-]	3	-3	1	0.0	4	2	106	105	2
O=C(CCCOc1ccc(Cl)cc1Cl)NN1CCOCC1	-11	-4	2	0.4	7	2	96	94	1
COc1ccc(C(=O)CC(Nc2ccc([N+](=O)[O-])cc2)c2ccc(OC)cc2)cc1 (centres undefined)	3	-9	-5	0.0	5	1	106	98	1

Hits appear at their usual frequency; overall some 2.2% were active at least once.
